Screening results (PubChem BioAssay)
IL-1B inflam inh: inflammasome signaling inhibition, IL-1 beta readout; THP-1 LPS/ATP IL-1B secretion, AlphaLISA, 16 h; stronger effect = lower value; activity change, % at 57.5 µM; 360,000 compounds, 4.7% hits; AID 743279; in the data active = activity change below about -50%; inconclusive = mostly about -30% to -49%; also: % is scaled to controls: 0 for no effect and ±100 for the full control effect
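THP-1 cells pretreated 1 hr with compounds (up to 57.5 uM final), then stimulated with LPS (250 ng/mL final) plus ATP (1.25 mM final); secreted IL-1B measured by AlphaLISA after 16 hr, decreased signal indicating inhibition.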
DRD3 agonist: agonists of human D3 dopamine receptor; P35462; D3R DiscoveRx beta-arrestin cells, luminescence, 90 min; max activation, %; 410,000 compounds, 0.58% hits; AID 652048; in the data active = max activation above about 30%; also: 0% is about no effect; mostly tested at two doses, the higher about 12 µM
Target sequence (P35462 whole entry, looked up): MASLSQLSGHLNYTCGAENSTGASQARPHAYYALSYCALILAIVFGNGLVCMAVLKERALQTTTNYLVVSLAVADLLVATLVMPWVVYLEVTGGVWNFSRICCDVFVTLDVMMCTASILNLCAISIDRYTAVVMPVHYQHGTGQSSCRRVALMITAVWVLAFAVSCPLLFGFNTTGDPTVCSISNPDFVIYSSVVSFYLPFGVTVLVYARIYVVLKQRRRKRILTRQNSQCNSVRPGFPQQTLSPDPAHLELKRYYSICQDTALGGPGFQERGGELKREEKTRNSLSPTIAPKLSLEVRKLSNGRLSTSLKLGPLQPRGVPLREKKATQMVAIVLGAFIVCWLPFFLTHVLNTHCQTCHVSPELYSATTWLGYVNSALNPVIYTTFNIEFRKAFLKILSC
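Cells at 1500/well, incubated overnight, then treated with pinned compounds (dopamine as control) for 90 min at 37 degrees C. DiscoveRx reagent added for 30 - 60 minutes at room temperature; luminescence read.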
KB-3-1 cytotox: kills parental KB-3-1 adenocarcinoma cells; AID 1347075; KB-3-1 viability, CellTiter-Glo ATP luminescence, 72 h; Potency, µM (series often up to 46.1 µM), for inactives: at the top dose activity change, negative = cytotoxic, hits mostly cytotoxic; 400,000 compounds, 1.4% hits; also: potency is read from the fitted curve at half-maximal effect; % is scaled to controls: 0 for no effect and ±100 for the full control effect; nearly all actives have a fitted effect of over 60% in size
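Cytotoxicity in the drug-sensitive parental line KB-3-1 was scored as loss of CellTiter-Glo luminescence following 72 h incubation with compound. Values come from curve fitting of normalized concentration-response data.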
HT1080NT lethal: kills 2HG-producing HT-1080-NT fibrosarcoma cells. HT-1080-NT fibrosarcoma viability, CellTiter-Glo ATP luminescence, 48 h. AID 686970. Potency, µM (top dose mostly 46.1 µM), inactives show top-dose activity, negative = less viability, most hits filed as cytotoxic. 360,000 compounds, 1.6% hits;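 also: NT is the 2HG producing partner of a matched IDH1 knockdown line; potency is read from the fitted curve at half-maximal effect; 0% = DMSO-treated cells and -100% = media-only wells without cells; nearly all actives have a fitted effect of over 55% in size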
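Compounds were tested in concentration-response format on HT-1080-NT cells for 48 hours at 37 degrees C. Cell viability came from CellTiter-Glo luminescence; curves were classified by r2, response magnitude and activity.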
GLP1R cytotox: cytotoxic in the GLP-1 receptor inverse agonist counter-screen. HEK293 cAMP-luciferase reporter cells, luminescence, 24 h. Potency, µM (top dose mostly 38.3 µM), for the others: at the top dose activity change, negative = inhibition, most hits filed as inhibitors. 410,000 compounds, 0.13% hits;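 also: loss of luciferase light is scored as toxicity; potency is read from the fitted curve at half-maximal effect; % is scaled to controls: 0 for no effect and ±100 for the full control effect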
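Compound-treated cells are incubated 24 hr at 37 deg C under 5% CO2 after a 12 hour attachment period, then luciferase detection reagent is added and luminescence is measured following 12 min at room temperature; lowered signal indicates toxicity.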
HT1080 IDH1KD tx: HT-1080 IDH1 knockdown cell toxicity (counter line); HT-1080 IDH1 knockdown viability, ATP luminescence, 48 h; Potency, µM (doses to about 46.1 µM), without a hit: at the top dose activity, negative = toxicity, hits mostly cytotoxic; 360,000 compounds, 2% hits; AID 686971;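 also: potency is read from the fitted curve at half-maximal effect; 0% = DMSO wells and -100% = cell-free medium wells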
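Using the IDH1-knockdown HT-1080 line run in the same batch and compound series as the NT line, viability after 48 h at 37 °C was determined by CellTiter-Glo luminescence and expressed as % activity.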
KB-V1 cytotox: kills drug-selected multidrug resistant KB-V1 cells | Potency, µM (series often up to 46.1 µM), for inactives: at the highest dose activity change, negative = cytotoxicity, hits mostly cytotoxic | 400,000 compounds, 3.4% hits | KB-V1 MDR cells viability, CellTiter-Glo, 72 h; also: potency is read from the fitted curve at half-maximal effect; % is scaled to controls: 0 for no effect and ±100 for the full control effect; nearly all actives have a fitted effect of over 60% in size
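Cytotoxicity via CellTiter-Glo luminescence after 72 h compound exposure at 37 degrees C. Cells: drug-selected KB-V1 line, DMEM phenol-red free plus 10% FBS. Compounds tested at multiple concentrations; normalized data fitted to concentration-effect curves.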
MCF10A rerep: induces DNA re-replication in MCF 10a normal breast cells; MCF 10A DNA re-replication, Hoechst nuclear intensity, 48 h; Potency, µM (series often up to 46.1 µM), for inactives: top-dose activity, positive = re-replication, most hits filed as activators; 350,000 compounds, 2.9% hits; AID 624296; also: potency is read from the fitted curve at half-maximal effect; % of control where 0% means no effect; nearly all actives have a fitted effect of over 50% in size
SW480 rerep: inducers of DNA re-replication in SW480 colon cancer cells; SW480 DNA re-replication, Hoechst DNA content imaging, 48 h; Potency, µM (top dose mostly 46.1 µM), for inactives: top-dose re-replication activation, usual class: activators; 340,000 compounds, 1.8% hits; AID 624297; also: potency is read from the fitted curve at half-maximal effect; % of control where 0% means no effect; nearly all actives have a fitted effect of over 55% in size
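Compounds, transferred as 23 nL by pin tool, were incubated with cells for 48 hr; DNA content per nucleus was then quantified by Hoechst staining and fluorescence plate imaging.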
* = called active by the depositor; ? = inconclusive; . = no result given; & = joins results of further samples; [ ] = dose if it differs, or a comment. Unless noted, calls follow the shape of the dose curve; as a rule, active = well fitted curve in the direction sought with a large enough effect; inconclusive = small, poorly fitted or top-dose-only effect, or another doubt; inactive = no such curve, though single readings can be large; an effect the other way counts as inactive or inconclusive. This is a random part of the collection (roughly 11% active in at least one column).

#	SMILES	IL-1B inflam inh	DRD3 agonist	KB-3-1 cytotox	HT1080NT lethal	GLP1R cytotox	HT1080 IDH1KD tx	KB-V1 cytotox	MCF10A rerep	SW480 rerep
1	CC(OC(=O)CCc1nc(=O)c2ccccc2n1C)C(=O)NCc1ccc2c(c1)OCO2 (stereo not drawn)	9	-1	-3%	0%	18%	-1%	-4%	-9%	12%
2	CC1CCCCC1NC(=S)NC(=O)c1ccccc1Br (stereo not drawn)	0	-7	-12%	-3%	0%	1%	-24%	0%	.
3	COc1ccc(S(=O)(=O)n2oc(=O)cc2-c2ccccc2)cc1OC	-7	-8	5%	10%	-7%	13%	3%	13%	-4%
4	CCc1cccc(NC(=S)N(CCCN2CCOCC2)C(C)c2cc3cccc(OC)c3o2)c1 (stereo not drawn)	4	-12	-2%	0%	-7%	-12%	-3%	6%	-10%
5	COc1ccc(-c2cc(C(=O)Nc3ccc(NC(C)=O)cc3)[nH]n2)c(C)c1	-22	0	0%	?	-2%	5%	3%	.	.
6	Cc1cc(C)c2c(CC(=O)Nc3nnc(C(C)C)s3)coc2c1	.	11	9%	.	-2%	.	0%	.	.
7	C[C@H]1CN([C@@H](C)CO)C(=O)c2cccc(NC(=O)Nc3ccc(C(F)(F)F)cc3)c2O[C@@H]1CN(C)Cc1ccc(Cl)c(Cl)c1	0	-17	?	?	-30%	?	?	?	-9%
8	O=C(O)COc1ccccc1/C=N/n1c(C2CCCCC2)n[nH]c1=S	4	-1	17%	4%	0%	0%	9%	0%	-15%
9	CC(=O)c1ccc(NC(=O)C2CCN(S(=O)(=O)c3ccc4[nH]c5c(c4c3)CCCCC5)CC2)cc1	.	-1	8%	.	0%	.	?	.	.
10	CCN(CC)C(=O)NCc1c(C)cc(C)cc1C	18	0	5%	10%	-4%	?	-2%	-2%	-4%
11	Cc1ccc(-c2noc(-c3ccc(NCc4cccnc4)c([N+](=O)[O-])c3)n2)cc1	.	-26	2%	.	6%	.	-1%	.	.
12	CCCCN(CC(=O)NC1CC1)S(=O)(=O)c1ccc(OCC)cc1	-23	-3	16%	3%	3%	3%	11%	-1%	7%
13	Cn1c(=O)c2c(SCC(=O)NCc3ccco3)nc(-c3ccccc3Cl)nc2n(C)c1=O	3	6&-31	26%&6%	-1%	23%&7%	0%	-17%&-13%	-2%	-3%
14	Cc1ccccc1C(=O)c1c[nH]c(C(=O)NCc2ccco2)c1	-52*	6	1%	2%	20%	10%	0%	10%	-1%
15	CC(=O)c1c(C)[nH]c(C(=O)NCc2ccccc2F)c1C	54	5	-4%	10%	4%	6%	-29%	-4%	-5%
16	Cn1c(SCC(=O)N2CCOCC2)nnc1-c1cccc(NC(=O)c2ccccc2)c1	-17	5	11%	9%	-1%	5%	14%	3%	-1%
17	Oc1ccc2n[nH]nc2c1	57	3	4%	11%	1%	18%	5%	-23%	-1%
18	CCC(=O)c1ccc(OCC(=O)c2ccc3c(c2)NC(=O)CO3)cc1	-2	-12	3%	1%	-8%	14%	-2%	4%	-8%
19	NS(=O)(=O)c1cccc(NC(=O)COC(=O)c2ccccc2SCC(=O)N2CCCC2)c1	32	2	12%	1%	5%	-2%	5%	0%	-5%
20	Cc1ccc(-n2c(SCc3nc(-c4ccc(Cl)cc4)no3)nnc2-c2ccncc2)cc1	.	7	-12%	.	-2%	.	0%	.	.
21	NC(=O)c1ccc2c(c1)OCCO2	14	4	11%	14%	22%	-4%	10%	-6%	-4%
22	Cc1ccc2nsnc2c1S(=O)(=O)Nc1cccc2nsnc12	34	2	8%	0%	-7%	1%	0%	?	-6%
23	O=C(O)c1ccc(COCC(F)(F)C(F)F)o1	9	3	1%	23%	-12%	15%	?	-2%	-6%
24	Cc1cc(C)c(C)c(C(=O)C(=O)c2ccccc2)c1	25	7	-2%	13%	3%	24%	5%	-2%	1%
25	CN(C(=O)c1cccc(NC(=O)Cc2ccc(NC(=O)C3CCN(C(=O)C4CCC4)CC3)cc2)c1)C1CC1	12	-3	0%	8%	-2%	6%	0%	13%	-8%
26	CCOC(=O)C(=O)Nc1ccc(S(=O)(=O)Nc2nccs2)cc1	5	-3	17%	0%	1%	9%	?	-4%	?
27	O=C(Nc1ccccc1)c1cccc(C(F)(F)F)c1	-4	-8	1%	25%	6%	10%	-3%	-2%	-3%
28	CC(OC(=O)c1ccc(Cl)cc1)C(=O)NCc1ccc2c(c1)OCO2 (stereo not drawn)	11	2	12%	-6%[9.24 µM]	-2%	-15%	?	-4%	-4%
29	O=C(Cn1nc(-c2ccccc2)ccc1=O)N1CCOCC1	7	8	9%	13%	-14%	4%	9%	2%	-4%
30	Cc1ccc2occ(C3NC(C(=O)O)CS3)c(=O)c2c1 (stereo not drawn)	6	2	8%	15%	-7%	20%	1%	0%	-51%[inhibitor]
31	Cc1cc(C)n(-c2ccc(C(=O)N3CCN(c4ccccn4)CC3)cc2)n1	33	21	-2%	-3%	-35%	-1%	-1%	-1%	-5%
32	O=C(CSc1nc2ccc(S(=O)(=O)N3CCOCC3)cc2[nH]1)N1CCOCC1	-2	-1	11%&0%&23%	-1%	13%	-1%	11%&0%&0%	10%	3%
33	CCOC(=O)CSc1nnc(CNc2ccc(Cl)cc2)n1Cc1ccccc1	20	5	6%	9%	2%	10%	0%	-3%	-3%
34	Cc1ccc2c(COC(=O)c3ccccc3F)cc(=O)oc2c1	2	-9	14%	1%	-6%	-8%	-3%	0%	-13%
35	Cc1c(C(=O)N(C)C)sc2c1c(=O)n(-c1ccc(F)cc1)c(=O)n2CC(=O)N(C)c1ccccc1	.	0	20%	.	-41%	.	7%	.	.
36	COCCNC(=O)C1(C)CCN(Cc2cccc(Oc3ccccc3)c2)C1 (stereo not drawn)	28	-12	0%	6%	7%	10%	2%	.	.
37	Cc1nnc(N/N=C/C(C)c2ccccc2)[nH]c1=O (stereo not drawn)	-100*	10	0%	?	-46%	-17%	11%	-1%	5%
38	CCOC(=O)CN(C(=O)c1snc(C(N)=O)c1N)C(C(=O)NCCC(C)C)c1ccc(C)cc1 (stereo not drawn)	13	0	4%	5%	-30%	6%	-1%	.	.
39	O=C(O)c1ccc(Cn2cnc3sc4c(c3c2=O)CCCC4)cc1	23	6	3%	-1%	0%	-2%	10%	3%	-1%
40	O=C(NCCOc1ccccc1)[C@@H]1CCCN1C(=O)c1cccs1	11	-12	-5%	12%	-5%	17%	-19%	-58%	1%

Limited to MCF10A rerep, KB-V1 cytotox and KB-3-1 cytotox, for some of the entries so far:
nr | structure | MCF10A rerep | KB-V1 cytotox | KB-3-1 cytotox
22 | Cc1ccc2nsnc2c1S(=O)(=O)Nc1cccc2nsnc12 | ? | 0% | 8%
23 | O=C(O)c1ccc(COCC(F)(F)C(F)F)o1 | -2% | ? | 1%

Going on with the list:
#	SMILES	IL-1B inflam inh	DRD3 agonist	KB-3-1 cytotox	HT1080NT lethal	GLP1R cytotox	HT1080 IDH1KD tx	KB-V1 cytotox	MCF10A rerep	SW480 rerep
41	CC1=C(C(=O)N(C(C)C)C(C)C)CC(CC(=O)NCCN2CCOCC2)C(=O)N1CCC1=CCCCC1 (stereo not drawn)	-16	-7	0%	7%	-3%	7%	4%	.	.
42	CCCN1CCC(=O)N(CCSc2ccc(NC(C)=O)cc2)CC1	-11	-1	-8%	-4%	0%	-6%	9%	3%	0%[9.22 µM]
43	O=C1/C(=C/c2ccncc2)Oc2cc(OS(=O)(=O)c3ccccc3)ccc21	181	-2	?	?	1%	?	-21%	?	?
44	COCCCNC(=O)COc1cc(C)c(Cl)c(C)c1	3	-2	-6%	9%	-4%	16%	11%	0%	-6%
45	C=CCn1c(CC(=O)Nc2cccc(OC)c2)nnc1SCC(=O)NC1CCCCC1	-19	-16	19%	-4%	?	-4%	-3%	-2%	1%
46	O=C1N[C@@H](Cc2ccccc2)COC(=O)[C@H](Cc2ccc(F)cc2)CC/C=C/C[C@H]1CC(=O)N(CCO)Cc1ccccc1	?	-13	?	?	-11%	?	-11%	?	?
47	CON(C)C(=O)c1ccccc1N(C)C(=O)OC(C)(C)C	36	10	2%	1%	-12%	8%	-3%	?	-5%
48	O=C(O)c1ccccc1/C=N/NC(=O)C1CCCCC1	10	1	1%	12%	5%	10%	?	-3%	-4%

Grouped by structure, the compounds so far containing an NH in an aromatic ring (eight)
#	SMILES	IL-1B inflam inh	DRD3 agonist	KB-3-1 cytotox	HT1080NT lethal	GLP1R cytotox	HT1080 IDH1KD tx	KB-V1 cytotox	MCF10A rerep	SW480 rerep
5	COc1ccc(-c2cc(C(=O)Nc3ccc(NC(C)=O)cc3)[nH]n2)c(C)c1	-22	0	0%	?	-2%	5%	3%	.	.
8	O=C(O)COc1ccccc1/C=N/n1c(C2CCCCC2)n[nH]c1=S	4	-1	17%	4%	0%	0%	9%	0%	-15%
9	CC(=O)c1ccc(NC(=O)C2CCN(S(=O)(=O)c3ccc4[nH]c5c(c4c3)CCCCC5)CC2)cc1	.	-1	8%	.	0%	.	?	.	.
14	Cc1ccccc1C(=O)c1c[nH]c(C(=O)NCc2ccco2)c1	-52*	6	1%	2%	20%	10%	0%	10%	-1%
15	CC(=O)c1c(C)[nH]c(C(=O)NCc2ccccc2F)c1C	54	5	-4%	10%	4%	6%	-29%	-4%	-5%
17	Oc1ccc2n[nH]nc2c1	57	3	4%	11%	1%	18%	5%	-23%	-1%
32	O=C(CSc1nc2ccc(S(=O)(=O)N3CCOCC3)cc2[nH]1)N1CCOCC1	-2	-1	11%&0%&23%	-1%	13%	-1%	11%&0%&0%	10%	3%
37	Cc1nnc(N/N=C/C(C)c2ccccc2)[nH]c1=O (stereo not drawn)	-100*	10	0%	?	-46%	-17%	11%	-1%	5%
